TDP1 inh: blocks human tyrosyl-DNA phosphodiesterase 1. Q9NUW8. 350,000 tested, 0.28% active. AID 485290. recombinant TDP1, AlphaScreen DNA substrate cleavage. Potency, µM (titrated, usually from 130 µM), for inactives: at the highest dose activity change, negative = inhibition, hits mostly inhibitors; also: nearly all actives have a fitted effect of over 40% in size
Target sequence (Q9NUW8 whole entry, looked up): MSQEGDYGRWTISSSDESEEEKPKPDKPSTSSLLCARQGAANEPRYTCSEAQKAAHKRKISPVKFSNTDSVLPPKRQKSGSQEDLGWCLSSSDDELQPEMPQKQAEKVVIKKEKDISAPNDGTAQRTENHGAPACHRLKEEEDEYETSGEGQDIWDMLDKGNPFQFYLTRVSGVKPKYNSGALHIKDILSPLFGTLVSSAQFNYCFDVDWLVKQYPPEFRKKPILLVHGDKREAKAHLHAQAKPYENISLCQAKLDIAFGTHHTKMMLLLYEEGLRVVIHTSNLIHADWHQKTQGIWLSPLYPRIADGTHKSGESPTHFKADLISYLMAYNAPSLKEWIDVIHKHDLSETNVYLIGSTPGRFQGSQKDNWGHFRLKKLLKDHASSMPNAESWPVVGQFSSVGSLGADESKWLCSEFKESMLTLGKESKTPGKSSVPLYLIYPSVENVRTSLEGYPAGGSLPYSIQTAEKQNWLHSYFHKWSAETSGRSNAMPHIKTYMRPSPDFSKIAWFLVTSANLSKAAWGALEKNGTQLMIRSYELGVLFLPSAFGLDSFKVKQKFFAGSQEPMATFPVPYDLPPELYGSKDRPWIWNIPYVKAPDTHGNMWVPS
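Recombinant human Tdp1 (E. coli-expressed, 1 nM final) preincubated with compounds 15 min at room temperature, then 5'-biotin/3'-phosphotyrosine-FITC DNA substrate (15 nM final) added for 5 min. AlphaScreen beads (10 ug/ml final) added 10 min; cleavage lowers signal.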
TDP1 cell noCPT: qHTS for Inhibitors of human tyrosyl-DNA phosphodiesterase 1 (TDP1): qHTS in cells in absence of CPT; DT40 Tdp1-/- hTDP1 cells, no CPT, ATP luminescence, 48 h; AID 686978, 2013; 420,000 tested, 15% active; Potency, µM (highest dose often 46.2 µM), for inactives: at the top dose activity change, negative = growth inhibition, most hits filed as inhibitors; also: nearly all actives have a fitted effect of over 55% in size
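Readout: luminescence from CellTiter-Glo after 30 min in the dark at RT. Cells: DT40 Tdp1-/- with stable hTDP1, 400/well. Exposure: compounds alone, ≥48 hr, 37 °C.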
DT40 TDP1 CPT: growth inhibition of DT40 Tdp1-/-;hTDP1 cells with camptothecin (screen for TDP1 inhibitors); 420,000 tested, 12% active; AID 686979; chicken DT40 Tdp1-/-;hTDP1 cells + 20 nM CPT, ATP luminescence, 48 h; Potency, µM (series often up to 46.2 µM), for the others: at the highest dose activity change, negative = growth inhibition, actives largely listed as inhibitors; also: nearly all actives have a fitted effect of over 55% in size
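Cell growth measured by CellTiter-Glo luminescence after a minimum 48 h, 37 C compound exposure with 20 nM CPT in Tdp1-knockout DT40 cells stably expressing hTDP1, seeded 400/well; qHTS titration format.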
The depositor's hits bear a star; ? = inconclusive; . = not tested or not shown; [ ] = dose if it differs, or a comment. Calls follow the shape of the dose curve; as a rule, active = well fitted curve in the direction sought with a large enough effect; inconclusive = small, poorly fitted or top-dose-only effect, or another doubt; inactive = no such curve, though single readings can be large; an effect the other way counts as inactive or inconclusive. % is scaled to controls: 0 for no effect and ±100 for the full control effect; potency is read from the fitted curve at half-maximal effect.

SMILES	TDP1 inh	TDP1 cell noCPT	DT40 TDP1 CPT
O=C(CSc1nc(-c2cccs2)nc2ccccc12)NC1CCS(=O)(=O)C1 (stereo not given)	-9%	-9%	-12%
CC(C)(C)C(CCl)C(=O)NN=C(c1ccccc1)c1ccccc1 (stereo not given)	0%	-8%	-13%
Cc1cc(C)cc(NC(=O)CN2CCN(C(=O)C3CCCO3)CC2)c1 (stereo not given)	4%	12%	40%[activator]
Cc1cccc(N2CCN(Cc3oc(CO)cc(=O)c3O)CC2)c1C	10%	?	?
Cc1ccc(NC(=O)c2cc(N3C(=O)C4CC=CCC4C3=O)ccc2N2CCCCC2)cc1 (stereo not given)	2%	?	-26%
Cc1nc(-c2ccc(NS(C)(=O)=O)cc2)cs1	5%	-2%	-2%
O=C(CNC(=O)c1n[nH]c2ccccc12)Nc1cc(Cl)ccc1Cl	-3%	-26%	?
CC1(C)CC(=O)c2c(noc2-c2ccccc2)C1	0%	?	-9%
COc1ccc(Cl)cc1S(=O)(=O)NCc1nc2nc(C)cc(C)n2n1	.	-13%	20%
NC(=O)CC(NC(=O)c1ccccc1)c1ccc(NCCc2ccc(F)cc2)c([N+](=O)[O-])c1 (stereo not given)	2%	?	?
CCOC(=O)CC1(C)c2nc(NC(C)=O)sc2Cc2sc(NC(C)=O)nc21	.	-16%	-12%
CCCCN(C)CCCNC(=O)CN1N=C(c2ccc(Cl)cc2)CCC1=O	.	-29%	-14%
CC1Nc2ccc(C(=O)NC3CCCCC3)cc2NC1=O (stereo not given)	8%	-13%	-8%
CCOc1ccccc1N(C(=O)CNC(=O)c1ccco1)C(C(=O)NC(C)(C)C)c1ccncc1 (stereo not given)	-2%	-6%	-1%
c1ccc(N2CCOCCOCCOCCOCC2)cc1	1%	-4%	17%
CCOc1ccccc1Nc1nnc(SCC(=O)N2CCCC2)s1	2%	-8%	-10%
COc1ccc2c(c1)C(CC(C)=O)N(c1ccc(-c3cccnc3)cc1)C(c1ccsc1)=C2 (stereo not given)	.	?	?
CCOc1ccc(C(C)NC(=O)c2ccccc2OCc2c(C)noc2C)cc1OCC (stereo not given)	5%	?	?
CC(=O)OC1CC2C(C)(C)C(=O)CC[C@]2(C)C2CC[C@]3(C)C(=CC(=O)OC3c3ccoc3)[C@]12C (stereo not given in full)	11%[56.1 µM]	-19%	5%
COC(=O)C1=C(C)N(C)C(=S)N(C)C1c1cccc(Br)c1 (stereo not given)	-5%	-6%	7%
CCOc1ccccc1C(=O)Nc1ccc(S(=O)(=O)N(Cc2ccccc2)c2ccccc2)cc1	5%	?	-2%
CC1(C)Cc2ccccc2-c2nnc(SCC(=O)N3CCc4ccccc43)n21	-7%	?	?
O=C(c1cccn1-c1nnc(N2CCCC2)s1)N1CCN(c2ccccc2)CC1	3%	-19%	?
Cc1ccc(CNC(=O)CCC(=O)Nc2nnc(C3CCCCC3)s2)cc1	7%	0%	8%
CNc1nc(NCCOc2ccccc2)c2sccc2n1	.	21µM*	18µM*
SMILES	TDP1 inh	TDP1 cell noCPT	DT40 TDP1 CPT
CC(O)COCC1OC2OC3C(COCC(C)O)OC(OC4C(COCC(C)O)OC(OC5C(COCC(C)O)OC(OC6C(COCC(C)O)OC(OC7C(COCC(C)O)OC(OC8C(COCC(C)O)OC(OC1C(OCC(C)O)C2OCC(C)O)C(OCC(C)O)C8OCC(C)O)C(OCC(C)O)C7OCC(C)O)C(OCC(C)O)C6OCC(C)O)C(OCC(C)O)C5OCC(C)O)C(OCC(C)O)C4OCC(C)O)C(OCC(C)O)C3OCC(C)O (stereo not given)	.	-4%	2%
CCc1ccc(NC(=O)C2CCN(c3nn4cc(-c5ccc(OC)cc5)nc4s3)CC2)cc1	2%	?	?
COc1ccc(C(=O)NCC(=O)OCc2ccc(F)cc2Cl)cc1OC	2%	?	-1%
CCOC(=O)N1CCC(NC(=O)CCc2ccccc2)CC1	.	-5%	-3%
Clc1nc(NCc2ccco2)nc(N2CCCCC2)n1	5%	-17%	?
CS(=O)(=O)c1cccc(C(=O)OCC(=O)Nc2ccc3c(c2)OCO3)c1	1%	-10%	-1%
O=[N+]([O-])c1ccccc1Oc1cnc2ccccc2n1	1%	-13%	-27%
CCOC(=O)N(Cc1ccccc1)Cc1ccc(C(=O)N[C@@H](Cc2ccccc2)C(=O)O)cc1	.	-16%	-1%
CC(CCc1ccccc1)NC(=S)NC(=O)c1ccco1 (stereo not given)	5%	-21%	-5%
FC(F)(F)c1ccc(N2CCN(c3ncnc4c3nnn4Cc3ccccc3Cl)CC2)cc1	4%	?	?
COCCCNC(=O)c1oc2c(c1C)-c1nn(Cc3cccc(Cl)c3)cc1CC2	1%	18µM*	21µM*
Cn1cccc1C(=O)OCC(=O)Nc1sccc1C#N	-4%	-9%	-21%
c1cnc(N2CCN(c3nc4ccccc4n4cnnc34)CC2)nc1	3%	-22%	-12%
COC(=O)c1cccc(CN2C(=O)SC(Nc3ccc(Br)cc3)C2=O)c1 (stereo not given)	2%	-16%	4%
COc1ccc(CCNC(=O)CCNS(=O)(=O)c2cc(Br)cnc2N)cc1OC	0%	-4%	-14%
Cc1oc2cc([N+](=O)[O-])c(O)c([N+](=O)[O-])c2c1C(=O)c1ccc(Br)cc1	.	?	?
O=C(COc1ccccc1Br)Nc1ccc2c(c1)OCCCO2	-8%	-28%	-19%
Cc1c(Cl)c(C(F)(F)F)nn1CC(=O)N1CCSCC1	2%	-14%	1%
COc1ccc2c(c1)C(=O)N1[C@H]3c4cc(Br)ccc4OC[C@@H]3[C@H](c3ccccc3)[C@]1(C)C(=O)N2	-2%	?	?
O=C(CC1SC(=Nc2ccccc2)N(Cc2ccccn2)C1=O)Nc1cccc(Cl)c1 (stereo not given)	5%	?	?
CCC(C(=O)OCC(=O)Nc1ccc(F)cc1)c1ccccc1 (stereo not given)	-4%	-28%	-12%
Cc1cc(N2CCC(C(=O)NC3CCCCC3)CC2)nc(-c2ccccc2)n1	8%	-27%	-13%
O=C(NCc1ccccc1F)C1CCCN(S(=O)(=O)c2ccc(-n3cnnn3)cc2)C1 (stereo not given)	-4%[0.0935 µM]	-18%	-4%
Cc1onc(-c2ccccc2Cl)c1C(=O)Nc1cccc(S(=O)(=O)N2CCOCC2)c1	0%	?	-20%
Cc1ccc(CSc2nc3cccnc3n2Cc2nc(-c3ccccc3F)oc2C)cc1	2%	3.7µM*	4.6µM*
SMILES	TDP1 inh	TDP1 cell noCPT	DT40 TDP1 CPT
Cc1cc(C)cc(C(=O)NC(CC(N)=O)c2ccc(NC3CCCCCC3)c([N+](=O)[O-])c2)c1 (stereo not given)	5%	?	?
CCCCCc1c(C)nc(Nc2ccc(F)cc2)[nH]c1=O	-1%	16µM*	?
CCOC(=O)CC(NC(=O)C1c2ccccc2Oc2ccccc21)c1ccccc1Cl (stereo not given)	6%	?	?
CN1c2ccccc2C(C)(C)C12C=Cc1cc(O)ccc1O2 (stereo not given)	7%	16µM*	13µM*
COc1ccc(S(=O)(=O)N2CCN(C(=O)C3CCCCC3)CC2)cc1	.	-27%	0%
CC(=O)c1cccc(NC(=O)CN2C(=O)COc3ccc(Cl)cc32)c1	1%	4%	-18%
CC(Oc1ccc(Cl)cc1Cl)C(=O)NCCC1=CCCCC1 (stereo not given)	-1%	?	?
N#Cc1ccc(C(=O)N(Cc2ccco2)Cc2cccs2)cc1	2%	?	?
Cc1cc(C(F)F)n2nc(C(=O)Nc3sc4c(c3C#N)CCC4)nc2n1	-5%	8%	-10%
COc1ccccc1N1CCN(c2nc3c(S(=O)(=O)c4ccccc4)nnn3c3ccc(Cl)cc23)CC1	-1%	-23%	6%
COc1cc(OC)c(S(=O)(=O)NC(C)C)cc1S(=O)(=O)NC(C)C	0%	-4%	13%
Cc1c(C(=O)Nc2ccc(F)c(F)c2)oc2ccc(S(=O)(=O)N3CCC4(CC3)OCCO4)cc12	5%	12µM*	13µM*
NC(c1ccccc1)c1csc(NC(=O)NCC2CCCCC2)n1 (stereo not given)	.	-76%	-84%
FC(F)(F)c1cc(-c2ccco2)nc(NCc2ccco2)n1	-6%[56.1 µM]	-10%	-28%
Cc1ccc(-c2cn3c(n2)sc2cc(C(=O)NCCC4=CCCCC4)ccc23)c(C)c1	-6%	16µM*	16µM*
CNC(=O)NNC(=O)c1onc(-c2c(Cl)cccc2Cl)c1C(=O)OC	.	-5%	2%
Cn1nc(C(F)(F)F)c(C(=O)Nc2ccc(F)cc2F)c1Cl	3%	6%	1%
COc1ccc(-c2cn3c(n2)sc2cc(C(=O)NC4CCCCCC4)ccc23)cc1	0%	7.3µM*	?
O=C(N/N=C/c1cccnc1)c1ccc2ccccc2c1O	6%	2%	-19%
CCc1cccc(C)c1NC(=O)Cn1nc(C)c2nn(-c3ccc(Cl)cc3)c(C)c2c1=O	8%	21µM*	16µM*
COC(=O)Nc1ccc2c(c1)N(C(=O)CCCl)c1ccccc1S2	.	-30%	-9%
CC(/C=N/Nc1nncc(=O)[nH]1)=C\c1ccccc1	-1%	2%	23%
COc1ccc(N2CCN(C(=O)c3ccc(NS(=O)(=O)c4cccs4)cc3)CC2)cc1	7%	13µM*	?
CCOc1ccc(-c2cc(C(=O)NCCCn3ccnc3)c3cc(Br)ccc3n2)cc1	.	10µM*	12µM*
O=C(Cc1ccccc1)Nc1nnc(-c2ccco2)o1	1%	-15%	3%
SMILES	TDP1 inh	TDP1 cell noCPT	DT40 TDP1 CPT
Cc1ccccc1OCC(=O)Nc1nc(-c2ccncc2)cs1	1%	15µM*	21µM*
Cc1ccc(OCCC(=O)OCC(=O)NC2CCCC(C)C2C)cc1 (stereo not given)	-4%	7%	-29%
O=C(c1ccccc1)c1cc[n+]([O-])cc1	2%	-5%	-1%
Cc1nn(CCCC(=O)NC(C)c2ccccc2)c(=O)c2nn(-c3ccccc3)c(C)c12 (stereo not given)	-1%	-11%	1%
COC(=O)C(C(=O)OC)N1C(=O)CCC1=O	3%	2%	-1%
CC(Oc1cc2oc(=O)c3c(c2cc1Cl)CCC3)C(=O)NCc1cccnc1 (stereo not given)	2%	-15%	-2%
O=C(NN=Cc1c(O)ccc2ccccc12)c1ccc2c(c1)OCO2	-6%	2.6µM*	5.8µM*
COC(=O)c1ccccc1C(=O)N(c1ccccc1)c1ccccc1	.	15µM*	6.5µM*

A stretch from further up, for reference:
SMILES	TDP1 inh	TDP1 cell noCPT	DT40 TDP1 CPT
O=C(NN=Cc1c(O)ccc2ccccc12)c1ccc2c(c1)OCO2	-6%	2.6µM*	5.8µM*
COC(=O)c1ccccc1C(=O)N(c1ccccc1)c1ccccc1	.	15µM*	6.5µM*

Gathered by group: the entries above with a furan ring, fused or not (10)
SMILES	TDP1 inh	TDP1 cell noCPT	DT40 TDP1 CPT
CCOc1ccccc1N(C(=O)CNC(=O)c1ccco1)C(C(=O)NC(C)(C)C)c1ccncc1 (stereo not given)	-2%	-6%	-1%
CC(=O)OC1CC2C(C)(C)C(=O)CC[C@]2(C)C2CC[C@]3(C)C(=CC(=O)OC3c3ccoc3)[C@]12C (stereo not given in full)	11%[56.1 µM]	-19%	5%
Clc1nc(NCc2ccco2)nc(N2CCCCC2)n1	5%	-17%	?
CC(CCc1ccccc1)NC(=S)NC(=O)c1ccco1 (stereo not given)	5%	-21%	-5%
COCCCNC(=O)c1oc2c(c1C)-c1nn(Cc3cccc(Cl)c3)cc1CC2	1%	18µM*	21µM*
Cc1oc2cc([N+](=O)[O-])c(O)c([N+](=O)[O-])c2c1C(=O)c1ccc(Br)cc1	.	?	?
N#Cc1ccc(C(=O)N(Cc2ccco2)Cc2cccs2)cc1	2%	?	?
Cc1c(C(=O)Nc2ccc(F)c(F)c2)oc2ccc(S(=O)(=O)N3CCC4(CC3)OCCO4)cc12	5%	12µM*	13µM*
FC(F)(F)c1cc(-c2ccco2)nc(NCc2ccco2)n1	-6%[56.1 µM]	-10%	-28%
O=C(Cc1ccccc1)Nc1nnc(-c2ccco2)o1	1%	-15%	3%

Rows were taken by chance; 18% or so of the library scored in one or more.
